Screening data from PubChem BioAssay.
GPR151 activ: activates the human receptor GPR151; Q8TDV0; PathHunter beta-arrestin GPR151 cells, luminescence; activation, % at 11.2 µM; 650,000 tested, 1% active; AID 1508602; in the data active = activation above about 4.9%;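 note: 0% = median of compound wells and 100% = cells with positive control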
Target sequence (Q8TDV0 whole entry, looked up): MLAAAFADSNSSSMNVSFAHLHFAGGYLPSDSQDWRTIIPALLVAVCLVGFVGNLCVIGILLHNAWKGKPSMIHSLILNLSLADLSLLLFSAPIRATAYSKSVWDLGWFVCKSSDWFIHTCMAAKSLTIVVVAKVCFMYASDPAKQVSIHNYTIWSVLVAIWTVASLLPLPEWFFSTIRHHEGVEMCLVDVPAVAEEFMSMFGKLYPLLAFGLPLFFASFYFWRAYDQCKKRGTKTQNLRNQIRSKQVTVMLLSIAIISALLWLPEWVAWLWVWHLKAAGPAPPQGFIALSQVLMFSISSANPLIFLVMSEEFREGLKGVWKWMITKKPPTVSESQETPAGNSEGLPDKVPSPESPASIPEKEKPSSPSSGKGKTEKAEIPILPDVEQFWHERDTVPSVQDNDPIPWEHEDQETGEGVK
FBW7 activator: human FBW7 E3 ligase activation, primary screen. AlphaScreen FBW7–phospho-cyclin E peptide binding, activator screen. normalized activity (activation), % at 26.1 µM. AID 1259310. Q969H0. 650,000 tested, 0.13% active; in the data active = normalized activity above about 1.9%;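 note: purified mutant Fbw7 with reduced substrate affinity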
Target sequence (Q969H0 whole entry, looked up): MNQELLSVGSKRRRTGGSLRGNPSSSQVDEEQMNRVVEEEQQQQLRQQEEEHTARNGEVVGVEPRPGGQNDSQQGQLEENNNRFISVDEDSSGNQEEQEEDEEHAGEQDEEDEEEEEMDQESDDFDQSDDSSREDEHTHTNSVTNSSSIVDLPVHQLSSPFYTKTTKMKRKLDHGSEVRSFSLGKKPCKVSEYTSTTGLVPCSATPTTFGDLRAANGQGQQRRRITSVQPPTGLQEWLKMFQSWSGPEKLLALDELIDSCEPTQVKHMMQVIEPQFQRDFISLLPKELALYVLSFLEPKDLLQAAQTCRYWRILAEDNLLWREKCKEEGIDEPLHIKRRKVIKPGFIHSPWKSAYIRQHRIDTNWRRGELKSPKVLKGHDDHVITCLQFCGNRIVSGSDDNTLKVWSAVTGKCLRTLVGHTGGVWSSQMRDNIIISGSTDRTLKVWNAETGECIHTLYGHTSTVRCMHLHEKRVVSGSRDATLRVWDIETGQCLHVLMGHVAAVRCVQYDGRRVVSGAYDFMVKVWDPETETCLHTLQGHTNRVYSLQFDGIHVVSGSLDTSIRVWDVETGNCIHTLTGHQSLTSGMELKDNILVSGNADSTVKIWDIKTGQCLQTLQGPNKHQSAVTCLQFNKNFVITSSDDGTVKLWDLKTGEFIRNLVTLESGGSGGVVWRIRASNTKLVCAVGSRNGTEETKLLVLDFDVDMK
TEAD-YAP block: TEAD-YAP interaction inhibition; AID 1259422; 640,000 tested, 1.4% active; inhibition, % at 9.12 µM; HEK-TIYL cells, TEAD-Gal4/YAP UAS-luciferase luminescence; in the data active = inhibition above about 32%;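 note: 0% = median of test compound wells and 100% = reference inhibitor wells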
MITF primary: inhibitors of human MITF; O75030; AlphaScreen MITF homodimerization, bead proximity signal; inhibition, % at 2.6 µM; 650,000 tested, 0.91% active; AID 1259374; in the data active = inhibition above about 50%;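 note: 0% = vehicle wells with protein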
* hit, by the source's call; . = not tested or not shown.

SMILES	GPR151 activ	FBW7 activator	TEAD-YAP block	MITF primary
COc1ccc(S(=O)(=O)N2CCCC(C(=O)N3CCN(C)CC3)C2)cc1C (configuration not stated)	-1.2	-0.4	-9	-8
COc1ccccc1NC(=O)C1C(=O)CN(c2ccccc2)C1=O (configuration not stated)	-0.9	-0.1	-12	8
CC1=C(C(=O)Nc2ccccc2)C(c2ccncc2)C(C#N)=C(SCC(=O)Nc2ccccc2)N1 (configuration not stated)	2.1	-0.1	4	1
O=C(O)c1ccccc1C(=O)Nc1cccc(Cl)c1	0.8	0.0	-6	0
Cc1cnn(C(=O)c2ccccc2Br)c1	-0.5	0.0	11	18
CC12c3ccccc3C(c3ccccc31)C1C(=O)N(c3ccc(Cl)cc3)C(=O)C12 (configuration not stated)	0.1	0.0	-7	-3
CC(C)(CO)NC(=O)CC12CC3CC(C1)CC(c1ccccc1)(C3)C2	-0.5	0.1	4	-3
CCSCCOC(=O)C1=C(C)NC2=C(C(=O)CC(c3cccs3)C2)C1c1cc(Br)ccc1F (configuration not stated)	0.0	0.0	3	-11
O=C(Nc1ccccc1O)c1cc2cc(Br)ccc2oc1=O	0.7	0.1	-22	1
COC(=O)c1ccc(CN2C(=O)c3cccc4cccc2c34)o1	1.0	0.2	-13	3
O=C(CN(Cc1ccco1)C(=O)c1csnn1)NCc1ccc2c(c1)OCO2	0.1	-0.1	1	0
CCC(=O)Nc1ccc(C(=O)OCC(=O)C(C)(C)C)cc1	0.5	0.2	-5	1
NC(=O)C1(N2CCCCC2)CCN(c2nc(-c3ccccc3F)nc3ccccc23)CC1	1.0	0.1	2	16
CC(C)c1ccc(NC(=O)C2C3C=CC4(O3)C2C(=O)N(CC2CCCO2)C4C(=O)NC2CCCCC2)cc1 (configuration not stated)	1.2	-0.1	-18	12
Cc1ccc(/C=C(\C#N)C(=O)N2CCCCCC2)cc1	4.3	-0.1	5	3
COc1cccc(C(=O)N2CCC(O)(c3cccnc3)CC2)c1OC	-0.4	-0.1	7	9
CCN(CC)CCCNc1ccnc2cc3ccccc3cc12	-0.2	-0.1	-6	-5
CCOC(=O)C1=C(C)NC(=S)NC1c1ccc(Cl)c(Cl)c1 (configuration not stated)	-0.6	0.2	6	1
CCCCc1ccc(S(=O)(=O)NNC(=O)Nc2ccc([N+](=O)[O-])cc2)cc1	-0.8	0.4	-2	8
O=C(NC(=S)Nc1ccc(N2CCOCC2)cc1)c1cccc(Cl)c1	0.4	0.2	-5	1
CCCOc1ccc(C2C(=O)N(C3CCC(C)CC3)CC(=O)N2Cc2ccccc2)cc1OC (configuration not stated)	-0.6	-0.1	-5	-4
Cc1nnc(SCC(=O)Nc2ccc(Oc3ccccc3)cc2)n1N	-0.9	0.0	0	8
O=C(CSc1nc2ccccc2s1)Nc1nc2ccc([N+](=O)[O-])cc2s1	0.1	0.0	-3	0
S=c1nc(NCCC2=CCCCC2)c2ccccc2[nH]1	0.9	-0.2	-24	-1
CCCCCc1ccc(-c2ccc(C(=O)Nc3ccc(Br)cc3)cc2)nc1	-2.1	-0.1	4	-2

Next compounds.
SMILES	GPR151 activ	FBW7 activator	TEAD-YAP block	MITF primary
CN(CC(=O)NCC(=O)Nc1ccc(F)c(F)c1F)S(=O)(=O)c1ccc(Cl)cc1	1.1	0.0	11	-4
O=C(Nc1cccc(C(F)(F)F)c1)c1ccc(NC(=O)c2cccc(Br)c2)cc1	-0.2	-0.1	4	-6
CCOC(=O)CN1C(=O)S/C(=C\c2ccc(-c3ccc(Cl)c([N+](=O)[O-])c3)o2)C1=O	-0.2	0.0	0	-22
COc1cccc(-c2cc(C(=O)Nc3ccc4c(c3)OCO4)on2)c1	1.8	0.3	-5	15
CN1CCN(CC(=O)n2c3c(c4ccccc42)CCCC3)CC1	1.3	-0.5	-2	-5
CCOc1c(OC)cccc1C1CC(=O)NC2=C1C(=O)CCC2 (configuration not stated)	0.4	-0.1	-4	-9
O=C(Cn1c(NCCO)nc2ccccc21)c1cccs1	0.2	-0.1	2	1
CC(=O)c1ccc(NC(=O)/C(=C/c2ccco2)NC(=O)c2ccc(OCC(C)C)cc2)cc1	-0.4	0.1	5	7
CCCN(CC1CC1)C(=O)COC(=O)COc1ccc(C#N)cc1	-0.5	0.1	0	7
Nc1cc(=O)[nH]c(=S)n1-c1ccc(Cl)cc1	0.6	-0.2	0	-10
CCN(CCCNC(=O)CCCNC(=O)Cn1cnc2sc(C)c(C)c2c1=O)Cc1ccccc1	1.1	-0.1	12	13
Cc1c(C(=O)N2CCN(c3ccccc3)CC2)sc2ncn(CC(=O)N3CCCCC3)c(=O)c12	-0.9	-0.1	-3	6
CCCN1CCCc2cc(CCNS(=O)(=O)CC(C)C)ccc21	0.5	-0.2	2	0
COc1ccc(-c2c(C)sc(=NCCO)n2-c2ccccc2)cc1	0.5	-0.3	-8	-8
O=C(Nc1ccc2c(c1)OCCO2)c1ccc(Cl)c(Cl)c1	0.2	0.2	0	11
CCOc1ccc(S(=O)(=O)N(CC(=O)Nc2cccc(C)c2)c2ccccc2)cc1	1.5	0.0	-3	-12
N#CC1=C(SCC(=O)Nc2ccc(Br)cc2)NC(=O)CC1c1cccc(Cl)c1 (configuration not stated)	-0.1	0.0	1	3
COc1cc2ncn(C)c2cc1OC	0.0	-0.1	-1	14
CCc1cc2cc3c(cc2nc1SCC(N)=O)OCO3	0.5	0.0	0	2
CCC(=Nc1ccccc1C)C1=C(O)CC(C)(C)CC1=O	-0.5	-0.1	4	-6
COC(=O)C1=C(C)N(c2ccccc2Cl)C(=O)C1	-0.3	-0.2	-6	-18
Clc1ccc(-c2nc(Cc3ccccc3)no2)cc1	-0.6	0.1	-21	2
COc1ccc(-c2nc3cc(NC(=O)c4cccc(OC(C)C)c4)ccc3o2)cc1	1.7	-0.1	-1	2
c1cc(OCCN2CCOCC2)ncc1-c1ccc2c(c1)OCO2	-0.4	-0.5	-33	5
O=C(Cn1ncc2cccn2c1=O)N1CCCCC1	-0.2	0.0	6	-2

Continued.
SMILES	GPR151 activ	FBW7 activator	TEAD-YAP block	MITF primary
CCCCOc1ccc(-c2nn(-c3ccccc3)cc2/C=c2\sc3nc(=O)c(-c4ccccc4)nn3c2=O)cc1C	1.0	-0.1	5	-35
Cc1ccc(C(=O)NC(NC(C)C)C(Cl)(Cl)Cl)cc1 (configuration not stated)	-0.3	1.4	-3	5
CC1=Nn2c(nc3sc(-c4ccccc4)cc3c2=O)SC1	0.2	0.0	-63	-2
O=C(NCC1CCCO1)C(=O)Nc1cc(Cl)ccc1Cl (configuration not stated)	0.7	-0.1	-34	4
CC(=O)NCc1nnc2n1CCN(Cc1nc3ccccc3s1)CC2	-0.7	0.1	-8	-15
Nn1c(SCC(=O)NC2CCCc3ccccc32)nnc1C(F)(F)F (configuration not stated)	0.9	0.1	34*	9
CN(C)c1ccc(/C=N/c2nc3ccccc3n2C)cc1	0.8	-0.1	13	-2
Cc1ccc2nc(SCC(=O)Nc3cc(C)on3)c(C#N)cc2c1	-0.4	0.0	-20	-7
Cc1ccccc1C(=O)Nc1nc2c(C)cccc2s1	-0.5	0.3	-13	-9
CC(C)CN1C(=O)c2ccccc2C(C(=O)N2CCN(C)CC2)C1c1cccs1 (configuration not stated)	-1.4	-0.1	0	-7
O=C(CN(Cc1ccc(Cl)cc1)S(=O)(=O)c1ccccc1)N1CCN(c2ccccc2F)CC1	-0.3	0.1	16	3
O=C1CSC(c2ccc([N+](=O)[O-])cc2)N1CCO (configuration not stated)	0.4	-0.1	-4	3
CCn1c2ccccc2n2c(=O)n(CC(N)=O)nc12	0.8	0.1	3	19
Cc1ccc(C(=O)N2CCCCC2)cc1Br	1.3	0.2	-4	12
Cc1ccc(C23CC4CC(CC(C(=O)O)(C4)C2)C3)cc1	1.2	0.4	4	9
CC(=O)Nc1cccc(NCc2cc(Cc3ccccc3Cl)ccc2O)c1	0.5	-0.1	-13	12
Cc1[nH]c(=O)[nH]c(=O)c1S(=O)(=O)N1CCN(c2ccccc2)CC1	0.1	-0.2	-6	-1
COc1cc(SC)ccc1C(=O)Nc1ccc(F)c([N+](=O)[O-])c1	-0.1	0.1	-5	0
Cc1cc(C)c(C(=O)CC2(O)C(=O)Nc3ccc(Br)cc32)c(C)c1 (configuration not stated)	-0.5	0.5	6	9
COc1ccc(NC(=O)C(CC(C)C)NC(=O)C2CCCCC2)cc1 (configuration not stated)	-0.9	0.7	13	4
COc1ccc(C(=O)NCCc2cc3c(OC)ccc(OC)c3[nH]c2=O)cc1	0.6	0.1	4	3
COc1cc(-c2nc3ccc(C(=O)NC4CCCCC4)cc3nc2-c2cc(OC)c(OC)c(OC)c2)cc(OC)c1OC	-1.8	1.0	-8	17
COc1cccc(OCCSC2=NCCS2)c1	-2.1	0.2	-51	-9
CN(C)Cc1c(O)ccc2c1O/C(=C\c1ccccc1Cl)C2=O	0.0	0.1	15	-15
COc1ccc(C(=O)Nc2cccc3c2C(=O)c2ccccc2C3=O)c(OC)c1	-0.5	-0.1	4	-3

13 neighbouring entries out of the list so far, for reference:
SMILES	GPR151 activ	FBW7 activator	TEAD-YAP block	MITF primary
COc1ccc(S(=O)(=O)N2CCCC(C(=O)N3CCN(C)CC3)C2)cc1C (configuration not stated)	-1.2	-0.4	-9	-8
COc1ccccc1NC(=O)C1C(=O)CN(c2ccccc2)C1=O (configuration not stated)	-0.9	-0.1	-12	8
CC1=C(C(=O)Nc2ccccc2)C(c2ccncc2)C(C#N)=C(SCC(=O)Nc2ccccc2)N1 (configuration not stated)	2.1	-0.1	4	1
O=C(O)c1ccccc1C(=O)Nc1cccc(Cl)c1	0.8	0.0	-6	0
Cc1cnn(C(=O)c2ccccc2Br)c1	-0.5	0.0	11	18
CC12c3ccccc3C(c3ccccc31)C1C(=O)N(c3ccc(Cl)cc3)C(=O)C12 (configuration not stated)	0.1	0.0	-7	-3
CC(C)(CO)NC(=O)CC12CC3CC(C1)CC(c1ccccc1)(C3)C2	-0.5	0.1	4	-3
CCSCCOC(=O)C1=C(C)NC2=C(C(=O)CC(c3cccs3)C2)C1c1cc(Br)ccc1F (configuration not stated)	0.0	0.0	3	-11
O=C(Nc1ccccc1O)c1cc2cc(Br)ccc2oc1=O	0.7	0.1	-22	1
COC(=O)c1ccc(CN2C(=O)c3cccc4cccc2c34)o1	1.0	0.2	-13	3
O=C(CN(Cc1ccco1)C(=O)c1csnn1)NCc1ccc2c(c1)OCO2	0.1	-0.1	1	0
CCC(=O)Nc1ccc(C(=O)OCC(=O)C(C)(C)C)cc1	0.5	0.2	-5	1
NC(=O)C1(N2CCCCC2)CCN(c2nc(-c3ccccc3F)nc3ccccc23)CC1	1.0	0.1	2	16

(listing goes on)
SMILES	GPR151 activ	FBW7 activator	TEAD-YAP block	MITF primary
O=C(Nc1cccc2ccccc12)c1ccc([N+](=O)[O-])o1	0.9	1.0	15	4
O=C(Cc1cccs1)NNC(=S)NCc1ccc(Cl)cc1	-0.2	-0.2	0	-10
COc1ccccc1-c1cnc2c(NCCCO)nccn12	1.2	-0.1	-32	15
CCOC(=O)C1CCN(c2ncnc3c2c(-c2ccccc2)cn3-c2ccccc2)CC1	0.0	-0.1	-2	-3
COCCC(=O)Nc1ccc2c(c1)CN(Cc1cccc(SC)c1)CC2	-0.2	0.0	5	7
Clc1ccc(-c2csc(Nc3ccccc3)n2)cc1Cl	-0.4	-0.3	-54	-21
CCN(CC)CCCNc1oc(-c2ccc(Cl)cc2)nc1C#N	2.0	0.1	2	8
O=C(Cn1cc(C(=O)C2CC2)c2ccccc21)NCc1cccnc1	0.1	0.0	4	-3
CC(NC(=O)c1ccc(N2CCNCC2)c([N+](=O)[O-])c1)C12CC3CC(CC(C3)C1)C2 (configuration not stated)	1.4	0.1	-8	-6
Cc1nn(-c2ccccc2)c(Cl)c1/C=N/NC(=O)C(N)=O	-0.6	0.5	-7	16
COc1cccc(CN2CCN(C(=O)c3ccccc3)CC2)c1	-0.2	0.1	-1	60*
COc1ccccc1NC(=O)c1cc(S(=O)(=O)N2CC3CC(C2)c2cccc(=O)n2C3)ccc1F (configuration not stated)	-0.9	0.1	2	-14
CCN(CC)C(=O)CN(Cc1ccccc1)S(=O)(=O)c1cc(Cl)ccc1Cl	0.7	0.2	5	4
CCC(C)(C)c1ccc(OCC(=O)Nc2ccc(O)cc2C(=O)O)cc1	-0.3	0.0	-3	-1
CC(Cc1cnccn1)NC(=O)CCc1nnc(C2(c3ccc(Cl)cc3)CCC2)o1 (configuration not stated)	2.9	0.0	-16	6
COc1ccc(N2CC(NC(=O)Nc3ccc(Nc4ccccc4)cc3)CC2=O)cc1OC (configuration not stated)	1.0	-0.1	-3	-3
Cc1cc(NC(=O)CCC(=O)N(CCC(C)C)CC(=O)NCC2CCCO2)no1 (configuration not stated)	-0.4	0.0	2	-1
Cc1nc(CC(=O)N2CCCC(CCC(=O)N(C)CCc3ccccn3)C2)cs1 (configuration not stated)	-0.4	0.0	2	-6
COc1ccccc1N1CCN(C=C2C(=O)N(C)C(=O)N(C)C2=O)CC1	3.5	0.0	7	9
CCn1c(C)nnc1SCC(=O)NC1CCCC1	-1.0	-0.1	7	-7
CC(=O)CC(=O)Nc1ccc(Cl)c(Cl)c1	-0.7	-0.2	1	-7
Cc1ccc(C(=O)Nc2c3c(nn2C(C)(C)C)CS(=O)(=O)C3)cc1	-0.5	.	.	-5
CCN(CC)C(=O)CN(c1cccc([N+](=O)[O-])c1)S(=O)(=O)c1ccccc1	0.4	-0.3	-8	-11
O=C(N/N=C/c1cc2c(cc1Cl)OCO2)C(O)c1ccccc1 (configuration not stated)	-0.6	0.1	13	20
CC(C)N=C(N)Cn1cnc2c1c(=O)n(C)c(=O)n2C	-1.1	-0.1	-2	0
COc1ccccc1-c1nnc(NC(=O)c2ccc3c(c2)CCCC3)o1	1.0	0.1	2	14
Cc1ccc(C(=O)N2CCN(S(=O)(=O)N3CCOCC3)CC2)cc1	-0.2	-0.1	7	15
